# From PubChem
# CatB mixtures – human cathepsin B inhibition by mixtures | P07858 | Purified cathepsin B, AMC dipeptide fluorescence, compound mixtures | inhibition, %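 (ten-compound pools at 5 µM per compound and 50 µM total)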 | 62,000 compounds, 0.06% hits; in the data active means inhibition above about 22%, passing the limit was not always enough;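 further: 0% = enzyme without compound and 100% = no enzyme blank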
# Ec RNAP inh – inhibitors of Escherichia coli RNA polymerase | P0A8V2 | E. coli RNA polymerase, fluorescence transcription assay | inhibition, %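 (tested at 10 µM)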 | 62,000 compounds, 0.2% hits; in the data active means inhibition above about 20%;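 further: 0% = enzyme without compound and 100% = no enzyme blank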
# Target sequence (P0A8V2 whole entry, looked up): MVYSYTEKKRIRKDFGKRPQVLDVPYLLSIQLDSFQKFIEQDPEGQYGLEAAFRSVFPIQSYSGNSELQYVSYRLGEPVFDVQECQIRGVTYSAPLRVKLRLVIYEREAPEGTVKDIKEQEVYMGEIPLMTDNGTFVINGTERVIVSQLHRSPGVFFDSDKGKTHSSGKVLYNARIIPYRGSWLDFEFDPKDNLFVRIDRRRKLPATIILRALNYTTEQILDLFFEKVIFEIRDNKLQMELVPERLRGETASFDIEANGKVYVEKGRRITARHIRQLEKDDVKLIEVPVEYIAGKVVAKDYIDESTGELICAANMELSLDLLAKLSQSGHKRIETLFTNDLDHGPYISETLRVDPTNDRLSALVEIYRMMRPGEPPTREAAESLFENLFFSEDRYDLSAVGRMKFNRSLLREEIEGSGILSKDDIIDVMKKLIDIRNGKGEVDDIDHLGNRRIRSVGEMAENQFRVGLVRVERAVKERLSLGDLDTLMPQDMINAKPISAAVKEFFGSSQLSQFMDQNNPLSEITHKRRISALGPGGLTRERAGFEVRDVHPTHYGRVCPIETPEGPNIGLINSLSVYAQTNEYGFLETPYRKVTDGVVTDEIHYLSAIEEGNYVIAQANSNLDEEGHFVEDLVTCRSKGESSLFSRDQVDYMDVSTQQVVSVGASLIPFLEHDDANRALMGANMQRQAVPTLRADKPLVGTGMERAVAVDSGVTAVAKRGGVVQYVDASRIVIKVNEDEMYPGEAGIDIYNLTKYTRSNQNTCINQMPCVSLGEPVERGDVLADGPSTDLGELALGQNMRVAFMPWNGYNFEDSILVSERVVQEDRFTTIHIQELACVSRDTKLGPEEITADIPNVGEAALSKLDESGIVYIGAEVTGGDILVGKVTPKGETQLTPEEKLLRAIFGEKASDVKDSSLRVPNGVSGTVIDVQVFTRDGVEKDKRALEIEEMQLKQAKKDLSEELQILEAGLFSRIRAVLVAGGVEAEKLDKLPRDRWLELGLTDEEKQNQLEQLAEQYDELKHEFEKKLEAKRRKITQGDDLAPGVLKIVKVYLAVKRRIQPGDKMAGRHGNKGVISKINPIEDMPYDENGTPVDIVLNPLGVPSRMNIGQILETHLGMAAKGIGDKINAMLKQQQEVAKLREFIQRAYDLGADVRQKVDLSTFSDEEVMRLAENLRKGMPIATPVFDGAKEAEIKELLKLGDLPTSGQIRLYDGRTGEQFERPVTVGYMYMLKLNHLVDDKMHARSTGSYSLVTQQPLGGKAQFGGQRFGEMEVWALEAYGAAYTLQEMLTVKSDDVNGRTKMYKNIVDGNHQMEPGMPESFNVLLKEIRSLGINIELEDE
# tolC growth inh – E. coli tolC mutant growth inhibition. 65,000 compounds, 2.2% hits. E. coli BW25113 tolC mutant growth, OD615. growth inhibition, % at 10 µM (by protocol);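 active means growth inhibition at or above a cutoff equal to the mean over every tested compound plus 3 SD, cut at about 60% in these data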;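 further: growth measured after 20 h incubation at 37 °C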
#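 Doses: one dose of 10 µM final / Material: E. coli BW25113 ΔtolC::kan, tolC deletion mutant strain / Buffer or medium: LB with kanamycin 50 µg/mL / Evaluation: percent growth inhibition / Detection: optical density read at 615 nm / Incubation: 37 °C, 20 h exposure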
# Cdc25B block – inhibitors of human Cdc25B phosphatase; 65,000 compounds, 0.1% hits; recombinant Cdc25B, OMFP fluorescence Ex485/Em525; inhibition, %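 (compounds tested at 10 µM final in the well)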; AID 368; in the data active means inhibition above about 50%
# AP complement – alternative pathway complement inhibition, orthogonal assay; Human serum alternative complement pathway, LPS-coated ELISA, C3 deposition; tested in compound mixtures; inhibition, % at 5 µM; 62,000 compounds, 0.08% hits;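 active means inhibition above 30% in each of the two pooled mixtures holding the compound, so the lower value exceeds 30%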;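 further: 0% = serum in Mg-EGTA without compound and 100% = EDTA serum blank; some compounds past the cut are filed as inactive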
#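 Test system: human serum complement alternative pathway, C3 deposition onto LPS / Medium: Mg2+-EGTA GVB++ buffer containing human serum at 1:15 dilution / Probe or stimulus: Plate-bound LPS / Times: 1 h at 37 °C / Signal: ELISA with HRP anti-human C3 antibody, TMB substrate, absorbance 450 nm / Measure: percent inhibition / Repeats: two pool placements per compound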
# Hsp90 inh – displaces geldanamycin probe from tumor Hsp90; P07900; NCI-N417 lysate Hsp90, Cy3B-geldanamycin FP displacement; inhibition, % at 30 µM; 64,000 compounds, 0.35% hits; AID 429;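 active means inhibition above 50%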;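 further: 0% = tracer plus lysate wells and 100% = tracer alone without lysate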
# D1 mod – allosteric modulators of human D1 dopamine receptor; P21728; HEK293 D1, CRE-luciferase, dopamine EC30 potentiation; actives deviate in either direction; B-score at 10 µM; 58,000 compounds, 5.9% hits;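 active means luminescence count or its row- and column-corrected plate score outside the 99.7% band of the plate's sample wells, on either side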
# CatB inh – human cathepsin B inhibition. 63,000 compounds, 0.1% hits. purified cathepsin B, fluorogenic substrate, fluorescence. inhibition, %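 (tested at 10 µM)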. P07858; in the data active means inhibition above about 21%;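 further: 0% = enzyme with no compound and 100% = no enzyme blank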
# DUSP1 inh – blocks human MKP-1 phosphatase activity; P28562; recombinant MKP-1, OMFP hydrolysis fluorescence; inhibition, %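 (compounds tested at a single concentration somewhere between 10 and 100 µM)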; 65,000 compounds, 0.15% hits;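 active means inhibition above about 50%, limit read from the data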;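 further: 0% = DMSO max control wells and 100% = wells with enzyme stopped by NaOH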
# The depositor's hits bear a star; . = not tested or not shown. An unsorted share of the library; overall some 7.6% were active at least once.
SMILES,CatB mixtures,Ec RNAP inh,tolC growth inh,Cdc25B block,AP complement,Hsp90 inh,D1 mod,CatB inh,DUSP1 inh
CCc1ccccc1NC(=O)C(C#N)Cc1cccnc1 (stereo not drawn),-3.7,-0.1,16.0,-0.4,14.3,2.6,-1.24,1.5,-7.2
CCOC(=O)NC(Nc1ccc(C)cn1)(C(F)(F)F)C(F)(F)F,1.6,2.1,-0.9,-3.6,9.9,0.7,1.31,-2.1,11.5
O=C(CCCOc1ccccc1)Nc1cccc(C(=O)O)c1,3.0,6.0,-8.9,-7.3,12.0,-3.5,-0.264,0.4,6.3
O=C(CSc1nnc(-c2ccccc2F)n1C1CCCCC1)N1CCCC1,2.2,7.0,10.6,-19.3,1.1,-1.3,-0.937,-1.2,31.0
COc1c(O)cccc1-c1nnn(CCC(=O)OCC(=O)c2ccccc2)n1,-2.2,9.1,6.6,-11.6,-2.6,1.9,-0.094,0.1,10.8
Cc1onc(-c2ccccc2Cl)c1C(=O)NCC(=O)O,-1.6,6.9,-21.1,3.2,-0.2,-0.7,0.703,0.4,-18.8
Cc1c(NC(=O)C(C)OC(=O)COc2cccc3c2OC(C)(C)C3)c(=O)n(-c2ccccc2)n1C (stereo not drawn),3.4,9.7,-26.8,1.0,5.6,-0.6,-0.528,1.9,2.7
COc1ccc2c(=O)c3c(=O)n(Cc4ccco4)c(-c4ccccc4)nc3oc2c1,-7.7,.,14.5,6.1,10.3,-5.2,-0.25,-0.8,21.3
C=CCNC(=O)NS(=O)(=O)c1ccc(C)cc1,5.8,9.4,-11.9,2.4,-1.2,-7.7,-1.16,-1.5,23.5
O=c1c2ccccc2nc2n1CC/C2=C/N1CCN(c2cccc(C(F)(F)F)c2)CC1,3.3,10.1,-0.3,-3.1,14.8,-4.9,-0.327,1.4,5.8

# Four compounds already listed, arranged by their value in AP complement, lowest first:
Compound,AP complement
C=CCNC(=O)NS(=O)(=O)c1ccc(C)cc1,-1.2
Cc1c(NC(=O)C(C)OC(=O)COc2cccc3c2OC(C)(C)C3)c(=O)n(-c2ccccc2)n1C (stereo not drawn),5.6
COc1ccc2c(=O)c3c(=O)n(Cc4ccco4)c(-c4ccccc4)nc3oc2c1,10.3
O=c1c2ccccc2nc2n1CC/C2=C/N1CCN(c2cccc(C(F)(F)F)c2)CC1,14.8

# Pulled by compound from the list above, two records:
SMILES,CatB mixtures,Ec RNAP inh,tolC growth inh,Cdc25B block,AP complement,Hsp90 inh,D1 mod,CatB inh,DUSP1 inh
COc1c(O)cccc1-c1nnn(CCC(=O)OCC(=O)c2ccccc2)n1,-2.2,9.1,6.6,-11.6,-2.6,1.9,-0.094,0.1,10.8
O=C(CSc1nnc(-c2ccccc2F)n1C1CCCCC1)N1CCCC1,2.2,7.0,10.6,-19.3,1.1,-1.3,-0.937,-1.2,31.0

# (list continues)
SMILES,CatB mixtures,Ec RNAP inh,tolC growth inh,Cdc25B block,AP complement,Hsp90 inh,D1 mod,CatB inh,DUSP1 inh
COc1ccc(C2C(=O)N(C3CCCCC3)CC(=O)N2Cc2ccco2)cc1 (stereo not drawn),4.9,4.0,-4.7,4.8,9.4,-3.0,-0.0382,4.2,-1.5
Cc1ccc(C(C)C)c(OCC(O)CN2CCOCC2)c1 (stereo not drawn),-0.6,6.3,-21.0,-4.6,0.6,-3.4,0.21,-1.1,2.0
Cc1ccc(-c2nc3cnccn3c2Nc2ccc3c(c2)OCO3)o1,7.3,0.8,22.6,-6.4,7.6,5.1,1.01,-0.8,5.8
Cc1cc(C)n(S(=O)(=O)c2cc(C(=O)O)c(Cl)cc2Cl)n1,-0.9,-0.9,-6.7,-8.7,11.0,-0.2,1.93,2.1,-3.2
Cc1ccc(Nc2cc(-n3nc(C)cc3C)ncn2)c(C)c1,-3.9,-3.6,0.0,4.1,11.4,1.8,0.0732,-2.7,15.1
CC(C)NC(=O)c1cc(-c2ccc(Br)cc2)on1,6.6,4.5,-13.2,-9.6,11.2,-3.6,-2.02,-3.1,-4.2
O=C(Nc1ccc(C(F)(F)F)cc1Cl)c1ccc(Cn2cc(Br)cn2)o1,-4.2,10.8,98.8*,-7.3,-2.2,-7.2,1.08,2.9,15.3
CC(C)(C)NC(=O)CSc1ncnc2c1nnn2Cc1ccccc1Cl,-4.1,-2.7,15.6,-8.0,7.2,-2.5,-2.44,-0.9,9.4
NCCc1nnc(SCc2ccccc2F)o1,1.5,6.8,-20.6,-1.1,12.2,-1.4,-0.199,0.1,-17.9
O=C(CNC(=O)c1ccco1)OCc1cccc(Cl)c1,8.8,-0.6,11.1,-1.5,12.9,-3.3,-0.552,11.1,-17.2
C=CCc1ccc(OCCCCCN2CCOCC2)c(OC)c1,5.0,2.1,0.7,-20.9,9.6,-0.3,0.158,3.7,5.6
COC(=O)c1c(S(N)(=O)=O)c2ccccc2n1C,1.6,2.5,-13.0,-6.4,2.4,-4.6,-0.302,-3.2,4.1
Cc1cc(=O)oc2c1ccc1oc(/C(=N/O)c3ccccc3)c(C)c12,0.6,7.7,63.3*,-18.2,6.2,-5.1,5.19*,1.5,3.2
Cc1ccccc1N1CCN(C(=O)C2CCCCC2)CC1,4.5,5.1,24.7,-10.5,17.9,-1.3,-0.529,8.4,-0.1
O=C(NCc1cccnc1)C1CCN(C(=O)c2ccc(Cl)cc2Cl)CC1,3.4,5.2,-12.9,0.5,12.8,0.6,-0.69,-4.3,-9.0
CCOC(=O)N1CCN(C(=O)CSCC(=O)Nc2nc(-c3ccccc3)cs2)CC1,.,.,12.5,-7.6,.,-2.5,-1.08,.,8.2
CN(C)c1ccc(C(=O)OCC(=O)c2cccs2)cc1,1.9,3.8,-7.5,-5.6,6.8,-3.0,-1.66,-4.2,17.1
CCOC(=O)c1ccc(CSc2ncn[nH]2)o1,.,8.6,3.6,3.9,.,-6.2,.,1.6,-15.9
CSCC[C@H](NC(=O)CCn1nnc2ccccc2c1=O)C(=O)O,-0.5,.,-22.7,-11.9,17.6,-1.3,-1.34,4.0,17.8
N#Cc1ccccc1Cn1c(=O)n(-c2ccc(CC(=O)NCc3ccco3)cc2)c(=O)c2sccc21,2.0,5.7,-7.4,1.7,5.8,-8.5,-0.216,2.0,24.9
FC(F)(F)c1nc(N2CCN(c3ccccc3)CC2)nc2c1CCCCC2,-2.8,7.2,4.0,-9.5,8.6,.,-0.92,2.1,-1.5
COc1cc(C(=O)Oc2ccccc2N)cc(OC)c1OC,3.7,8.7,7.2,2.6,5.0,7.2,0.866,1.8,9.8
CC1CC(C)CN(C(=O)CSc2nnc(-c3ccc(Cl)s3)o2)C1 (stereo not drawn),1.2,1.7,70.7*,-15.1,13.7,-2.5,-0.134,-0.9,-3.8
CCCCSc1nc2c(c(=O)n1CC)SC(C)C2 (stereo not drawn),-3.4,6.3,24.3,4.4,-4.6,-0.2,9.06*,-3.4,-0.8
O=C(NCN1C(=O)C2C3C=CC(C3)C2C1=O)Nc1ccccn1 (stereo not drawn),5.7,-2.3,-18.6,1.5,16.2,-4.3,-1.12,-5.2,7.6
COc1ccc(NC(=O)Cn2nnc(-c3ccccc3NC(=O)c3ccco3)n2)cc1,0.1,8.3,-2.5,0.5,-4.5,-4.4,-0.0309,3.2,16.8
CN(c1ccccc1C(=O)NCC1CCCO1)S(C)(=O)=O (stereo not drawn),5.6,5.1,-5.5,-25.6,25.9,-11.3,.,-3.1,-2.3
CCOC(=O)c1c(NC(=O)C2CCN(S(=O)(=O)c3cccs3)CC2)sc(C)c1C,2.0,5.5,-3.5,-1.4,-4.4,2.0,0.096,0.8,2.3
Cc1ccc(Nc2ncccc2C(=O)O)cc1C,4.2,3.7,12.8,9.9,-16.6,2.5,-0.146,6.6,30.9
COC(=O)c1cccc(NC(=O)CSc2nnc(C)n2Cc2ccccc2)c1,16.3,10.8,8.2,-6.1,4.9,-0.8,.,0.1,11.9
Cc1ccc(-c2noc(CN(C(=O)CCCCCN3C(=O)c4ccccc4C3=O)C(C)C)n2)cc1,-0.1,6.4,45.7,-13.3,8.6,-0.6,-0.048,4.5,38.6
CCOc1cc(-c2cc(N)n[nH]2)cc(OCC)c1OCC,2.1,5.2,10.9,-10.7,22.6,-1.6,.,3.6,2.4
CC(C)=CCC(C)(C)C1OCCN1C(=O)Nc1ccccc1 (stereo not drawn),-2.8,-8.3,55.2,3.9,-5.7,1.0,0.564,2.2,-10.2
Brc1ccc2[nH]c3nc(SCCN4CCOCC4)nnc3c2c1,3.8,2.0,12.7,-4.4,-19.4,1.8,-0.0292,4.8,-7.5
O=c1[nH]c(C(F)(F)F)nc2c1nnn2Cc1ccccc1F,-5.1,-7.8,14.2,2.0,20.1,0.1,.,-3.1,21.6
CCOCCCNC(=O)c1cn(C)c2ccc(S(=O)(=O)N(C)C3CCCCC3)cc2c1=O,5.7,1.9,-2.7,-2.9,23.8,-1.0,0.0286,-0.7,25.4
Cc1ccc(C)c(-c2nc3cc(N)ccc3o2)c1,7.0,-0.9,14.4,-1.1,-3.4,-8.3,0.267,8.4,3.6
Cn1cccc1-c1nc2ccccc2n1Cc1ccccc1,0.0,6.3,50.0,-8.6,7.4,0.1,-0.254,2.2,1.8
O=C(NCCc1ccccc1)c1cc(-c2ccco2)on1,4.9,6.0,-3.5,-4.9,0.4,-4.1,-0.276,-6.7,-1.0
CC(=O)Nc1nc2ccc(Br)cc2s1,-2.4,-0.1,-4.2,-2.4,8.2,2.6,0.319,-2.4,-11.7
CC(=O)Oc1ccc(N2C(=O)CC(N3CCOCC3)C2=O)cc1 (stereo not drawn),4.8,6.6,-1.2,-9.8,13.6,2.8,2.05,5.8,3.9
COc1ccc(-n2c(Cc3cccn3C)nnc2SCC(=O)NC2CCCCC2)cc1,-1.1,-5.7,7.5,-2.8,27.8,0.6,-0.0881,-4.8,-11.7
CCN(C(=O)CN1CCN(c2ccc(OC)cc2)CC1)c1c(N)n(Cc2ccccc2)c(=O)[nH]c1=O,-3.1,1.7,-14.6,-8.1,16.6,-4.1,0.385,-2.1,34.5
O=C1OCCC1Sc1nc2ccccc2s1 (stereo not drawn),0.0,3.6,-1.8,-5.8,2.6,0.1,-0.343,1.8,-9.0
Nc1cc(Br)c(N)c(Br)c1,2.5,4.7,-4.5,2.3,-2.1,2.7,-0.17,0.8,21.4
CC(C)CC(=O)N1CCN(S(C)(=O)=O)CC1,-2.2,-2.0,-12.2,-3.4,5.9,-4.3,-0.862,1.2,0.4
CC(NS(=O)(=O)c1ccccc1)C(=O)Nc1ccc(S(N)(=O)=O)cc1 (stereo not drawn),-11.3,0.7,-11.6,-2.4,-1.2,-9.8,-0.0777,0.7,-9.1
CC1(C)CC(=O)C2=C(C1)NC(=O)CC2c1ccc(N(CCC#N)CCC#N)cc1 (stereo not drawn),3.0,1.7,4.2,-14.7,3.0,-3.6,.,0.9,-9.9
CCCc1cc(=O)oc2cc(C)c(CN3CCCC3)c(O)c12,2.3,2.7,6.2,4.2,10.1,-7.5,2.15,-0.2,15.4
COc1ccccc1N1CCN(C(=O)C(F)F)CC1,1.6,-4.8,-1.0,-4.6,8.3,1.2,1.36,2.5,0.1
N#Cc1ccsc1NC(=O)CSc1ncn[nH]1,-3.9,-4.0,-14.2,-2.2,-11.2,-6.2,0.474,-0.2,-4.4
CC(=O)C(C)Oc1cc(C)cc2oc(=O)c(C)c(C)c12 (stereo not drawn),2.1,-0.3,-0.2,2.1,15.6,0.4,-0.399,-1.7,-3.5
O=C(NCc1cccs1)C1CCN(S(=O)(=O)c2cccs2)CC1,-0.1,9.7,-13.7,-7.6,-8.0,-0.2,0.0717,4.1,-0.4
